RAD54 branch = blocks human RAD54 Holliday junction branch migration. Q92698. FAM/BHQ fluorescence. inhibition, % at 10.4 µM. 360,000 tested, 0.14% active;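 active means mean normalized replicate activity at least 40 and at least half of replicates scoring 40 or more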;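 further: 0% = median of neutral control wells and 100% = median of positive control wells; inhibitors cause a drop in the FAM fluorescence signal; in these data hits start at about 50%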
Target sequence (Q92698 whole entry, looked up): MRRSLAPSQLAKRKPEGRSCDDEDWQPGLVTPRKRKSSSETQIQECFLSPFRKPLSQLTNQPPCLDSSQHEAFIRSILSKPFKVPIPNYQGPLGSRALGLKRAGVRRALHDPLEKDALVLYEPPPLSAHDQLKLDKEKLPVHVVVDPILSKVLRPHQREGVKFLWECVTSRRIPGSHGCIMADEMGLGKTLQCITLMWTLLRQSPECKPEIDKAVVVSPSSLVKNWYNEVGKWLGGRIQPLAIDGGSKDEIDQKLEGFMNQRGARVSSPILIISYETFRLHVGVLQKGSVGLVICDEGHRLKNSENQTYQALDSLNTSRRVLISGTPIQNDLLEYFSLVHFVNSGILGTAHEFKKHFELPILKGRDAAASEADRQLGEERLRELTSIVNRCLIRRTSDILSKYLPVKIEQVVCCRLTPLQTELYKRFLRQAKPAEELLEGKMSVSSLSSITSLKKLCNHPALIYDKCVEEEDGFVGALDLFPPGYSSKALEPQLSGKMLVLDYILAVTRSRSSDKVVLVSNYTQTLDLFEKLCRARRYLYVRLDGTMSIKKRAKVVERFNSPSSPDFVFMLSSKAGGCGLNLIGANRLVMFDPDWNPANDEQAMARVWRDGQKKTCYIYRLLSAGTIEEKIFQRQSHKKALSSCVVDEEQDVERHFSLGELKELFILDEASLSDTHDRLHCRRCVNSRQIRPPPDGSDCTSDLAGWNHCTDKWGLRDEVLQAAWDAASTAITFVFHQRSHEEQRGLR
ARNT TACC3 PPI = ARNT/TACC3 interaction disruption; AlphaScreen His-ARNT PAS-B/GST-TACC3 binding, luminescence; TACC3 fragment carries E629A point mutation; inhibition, % at 9.99 µM; Q9Y6A5; 390,000 tested, 0.66% active; AID 623870;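 active means mean inhibition of replicates at least 50% and at least half of replicates each reaching 50%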;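 further: 0% = complete ARNT plus TACC3 wells and 100% = ARNT alone without TACC3; many hits fall short of the cut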
ERAP1 HTS inh = blocks human ERAP1 aminopeptidase activity. Q9NZ08. 340,000 tested, 0.15% active. inhibition, % at 10.7 µM. recombinant ERAP1, Leu-AMC fluorescence, 60 min. AID 652197;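 active means mean replicate inhibition of at least 30%, or all replicates individually reaching that 30% level; inactive means mean below 30% and not every replicate reaching it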;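 further: 0% = neutral control wells and 100% = L-leucinethiol positive control wells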
CFTR F508del cor = correctors of CFTR F508del function in bronchial epithelial cells; CFBE cells, YFP halide quenching; stimulated with forskolin plus potentiator P3; % fluorescence drop versus neutral controls; activity (quench increase), % at 7.58 µM; 350,000 tested, 0.36% active; AID 720511;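 active means mean added fluorescence quench of at least 8% versus neutral control, with both replicates also reaching 8%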;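 further: cells transiently co-express mutant CFTR-F508del with the halide-sensitive YFP; corrector assay measuring rescue of mutant channel to the surface after 24 h compound exposure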
GSIS activator = primary screen for activators of insulin secretion dependent on glucose, INS-1E cells, GLuc reporter luminescence | INS-1E GLuc reporter insulin secretion, 2-3 h | activation, % at 16.6 µM | 370,000 tested, 0.61% active | AID 743287;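 active means lowest replicate activation of at least 40%, so every replicate reaches that level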;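 further: 0% = median of neutral control wells and 100% = median of IBMX positive control wells; some compounds called inactive have numbers as strong as hits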
RAD52 anneal inh = blocks human RAD52 DNA annealing; 360,000 tested, 0.46% active; inhibition, % at 18.7 µM; recombinant RAD52 DNA annealing, FRET fluorescence; P43351;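 active means every replicate showing at least 50% inhibition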
esBAF inh = SWI/SNF esBAF complex inhibition. mouse ES cells, Bmi1-luciferase knock-in reporter, 24 h; 100% = twice the neutral-well signal. reporter increase, % at 12.5 µM. 350,000 tested, 2% active. AID 602393; in the data active means activation above about 40%;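 further: 0% = median of the plate's neutral control wells and 100% = double that signal; a rise in the Bmi1 reporter signal indicates esBAF inhibition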
XiGFP reactiv = X-chromosome reactivation activator. XiGFP mouse fibroblasts, % GFP-positive cells imaging, 3 d; cells co-treated with 5-aza-dC sensitizer; scaled so ellipticine positive control = 100%. activation, % at 7.58 µM. 360,000 tested, 0.055% active. AID 743238;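 active means mean normalized replicate activation at least 10% and every replicate at or above 10%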;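 further: 0% = median of on-plate neutral control wells and 100% = ellipticine 6 µM median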
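Assay system: SV40-immortalized XiGFP fibroblast cells, line 68-5-11; buffer or medium: DMEM plus 5-aza-dC sensitizer; compound: one concentration, pinned; timing: compounds 3 days, fix/stain 15 min at room temperature; benchmarks: positive control ellipticine, 6 µM final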
Active calls of the source: *; nt = no result given.

SMILES	RAD54 branch	ARNT TACC3 PPI	ERAP1 HTS inh	CFTR F508del cor	GSIS activator	RAD52 anneal inh	esBAF inh	XiGFP reactiv
C[C@H](CO)N1C[C@H](C)[C@H](CN(C)Cc2ccncc2)Oc2ncc(C#Cc3cccnc3)cc2C1=O	2	-4	-2	-1.2	-8	-12	1	-0.3
CN(C)CCNC(=O)C(=O)NCC1OCCN1S(=O)(=O)c1cc(F)ccc1F (stereo unspecified)	8	8	-3	0.0	22	40	nt	0.0
COc1ccc([C@H]2C[C@@H](O)[C@H](n3cc(COC(=O)c4ccccc4)nn3)CN2CC2CCCCC2)cc1	2	nt	2	0.8	-1	-8	-3	-0.1
COc1ccc2ccccc2c1CNC(=O)CC1C(=O)NCCN1CC(C)C (stereo unspecified)	-7	14	0	0.5	-12	-12	-8	0.0
COc1cccc(C(=O)Nc2cccc(-c3nnc(-c4ccccc4)o3)c2)c1	-2	-10	2	1.0	-1	-4	nt	0.1
CNC[C@H]1Oc2ccc(NS(=O)(=O)c3cccs3)cc2CC(=O)N([C@@H](C)CO)C[C@H]1C	7	-1	-1	-0.4	6	7	-5	-1.1
N=c1ccn2c(n1)OC1C(O)C(CO)OC12 (stereo unspecified)	2	-5	-2	7.9	6	-15	-17	0.0
CCCCn1c(=O)nc2n(-c3ccccc3C)c3ccccc3cc-2c1=O	-9	-17	-79	5.1	10	-14	nt	0.0
O=C(CSc1ccccc1)NNC(=O)c1ccccc1O	12	-1	-1	4.9	-9	1	-2	-0.1
CCc1ccc(NC(=O)CNC(=O)Cn2ccc3ccccc3c2=O)cc1	11	-2	2	1.1	-5	4	-4	0.0
O=C(Nc1ccccc1C(F)(F)F)c1ccc(F)c(S(=O)(=O)N2CCOCC2)c1	-12	0	nt	nt	12	nt	-5	nt
C[C@H](CO)N1C[C@H](C)[C@@H](CN(C)CC2CCCC2)Oc2cc(C3=CCCC3)ccc2S1(=O)=O	-8	-3	-6	-4.3	1	-24	-4	-0.1
Cc1cc(C)c(S(=O)(=O)Nn2cnnc2)c(C)c1	-1	-7	14	-2.4	22	-2	4	-0.1
C[C@@H]1CN([C@H](C)CO)C(=O)Cc2cc(NC(=O)CCN3CCOCC3)ccc2O[C@@H]1CN(C)C(=O)Nc1ccc(F)cc1	8	4	2	1.8	0	12	3	0.8
COCC#Cc1ccc([C@H]2[C@H]3CN(S(=O)(=O)c4ccc(OC)cc4)CCCCN3[C@H]2CO)cc1	-8	6	-1	-1.5	1	-33	1	0.0
COC(=O)C[C@@H]1CC[C@H]2[C@H](COc3ccc(NC(=O)NCc4ccccc4)cc3C(=O)N2C)O1	4	0	nt	-3.5	-1	nt	5	0.1
CCN(CC)CCn1c(=S)[nH]c2ccccc2c1=O	11	-3	nt	nt	18	nt	2	nt
Cc1cc2nc(-c3ccc[nH]c3=O)n(Cc3cccc(F)c3)c2cc1C	-15	-2	2	4.4	10	-2	8	-0.1
O=c1cc(N2CCN(c3ccccc3)CC2)[nH]c(=O)n1-c1ccccc1Cl	-4	-7	7	0.5	nt	-10	-8	nt
O=C(COC(=O)C12CC3CC(CC(O)(C3)C1)C2)Nc1ccc(Br)cc1F	-5	-10	-6	-1.3	-15	-13	17	0.1
COCCOC(=O)N1C(=O)[C@@]2(c3ccccc31)[C@H](c1ccc(OCCO)cc1)N1[C@H](c3ccccc3)[C@H](c3ccccc3)OC(=O)[C@H]1[C@@H]2C(=O)N1CCN(c2ncccn2)CC1	-9	-11	-7	0.6	nt	-6	nt	nt
S=c1sscc1-c1ccccc1	-2	11	-2	1.8	-8	-9	-8	0.1
O=C(NC1CCCCCC1)c1cc(-c2ccccn2)nc2ccccc12	-3	nt	0	-4.7	0	-6	-3	0.3
COc1ccc2c3c(n(C)c2c1)[C@H](CO)N(CC1CC1)CC31CCN(C(=O)NC2CCCC2)CC1	nt	nt	0	-0.8	-9	-42	nt	0.0
O=C(N/N=C/c1c(O)ccc2ccccc12)c1cccnc1	-7	59*	2	nt	-22	-130	-38	0.3
COc1ccccc1NC(=S)NCC1CCCCC1	-2	7	-8	1.0	1	-7	-4	0.2
COc1ccc2c(c1)c1nc3n(c(=O)c1n2CC(=O)Nc1ccccc1)CCCS3	-10	-17	-2	0.9	23	-3	3	0.1
O=C(C[C@H]1CC[C@@H]2[C@H](COC[C@H](O)CN2C(=O)c2ccccc2)O1)NCCCN1CCOCC1	12	-2	nt	0.3	6	nt	2	0.1
Cc1cccc(C(=O)NC(=S)N2CCN(C(=S)NC(=O)c3cccc(C)c3)CC2)c1	-4	8	-5	-0.2	-5	-14	nt	0.2
Cc1ccn2c(CNCc3cnn(C)c3)c(C(=O)N3CCCCCC3)nc2c1	-8	-9	4	-2.3	18	-14	-17	0.0
CCN(CC)S(=O)(=O)c1ccc(NCCCn2ccnc2)c([N+](=O)[O-])c1	-4	12	1	1.3	7	-4	-6	0.1
O=C(NNC1CC(=O)N(c2ccc(Br)cc2)C1=O)c1cccs1 (stereo unspecified)	12	-12	-1	-0.6	-4	-22	-5	0.3
CCOc1ccc(NC(=S)N(Cc2ccc(N(C)C)cc2)Cc2ccco2)cc1	nt	17*	1	2.5	nt	-14	nt	nt
COc1ccc(NC(=O)Nc2nnc(-c3ccncc3)s2)cc1	nt	nt	-2	-0.5	13	1	nt	0.1
CN(C)S(=O)(=O)c1ccc(C(=O)NCc2ccc3[nH]c4c(c3c2)CCCC4)cc1	8	0	3	-4.0	-10	-26	10	-0.4
O=C(O)c1cccc(Nc2ccc([N+](=O)[O-])c3nonc23)c1	2	-12	7	-1.4	-19	-130	-11	0.2
COc1ccccc1CN1[C@@H]2CN(C(=O)C3CCCCC3)c3ccccc3[C@@H]2[C@@H]1CO	-4	-3	-4	3.8	1	-8	-2	-0.1
COC(=O)C1=C(C)NC(=S)NC1c1ccc(OCC(=O)N2CCCCC2)c(OC)c1 (stereo unspecified)	-9	-2	1	-1.6	0	-2	3	0.2
Cc1cc(C)n(CCc2nc(-c3ccc(-c4ccccc4)cc3)cs2)n1	-12	3	-2	-0.5	5	-5	70*	0.0
CCNC(=O)C1(C)CCCN1C(=O)c1cnc2ccccc2n1 (stereo unspecified)	5	nt	-1	1.1	31	-3	3	0.2
C[C@H](CO)N1C[C@H](C)[C@@H](CN(C)C(=O)C2CC2)Oc2cc(C3=CCCCC3)ccc2S1(=O)=O	0	-3	-1	-2.3	-10	-2	-3	-0.9
O=C(N[C@@H]1C=C[C@@H](CC(=O)N2CCOCC2)O[C@@H]1CO)c1ccc2c(c1)OCO2	-3	-6	-1	-0.9	20	-6	-1	0.0
C/C(=N\NC(=O)C1CC1)c1ccc(Cl)cc1	nt	-8	8	1.7	1	-7	10	0.1
CSc1ccc(Cn2c(C)c(C(=O)NCc3cccc(C(F)(F)F)c3)sc2=O)cc1	-6	nt	nt	1.1	-10	-25	21	-0.1
CC(C)C1=CC2C3C(=O)N(c4ccccc4)C(=O)C3C1C(=O)C2(C)O (stereo unspecified)	nt	nt	2	-0.5	16	-9	nt	0.4
CCCCCCCCN1C(=O)[C@@H](CC(=O)NCC23CC4CC(CC(C4)C2)C3)C[C@@]2(C(=O)OC)C1=C[C@H](C(C)(C)C)O[C@@H]2C	nt	nt	0	-1.3	nt	4	nt	0.0
CC(C)(O)C#Cc1ccc([C@@H]2[C@H](CO)N3CCCCN(C(=O)c4cccc(F)c4)C[C@@H]23)cc1	2	-1	6	0.6	15	-8	nt	0.3
Fc1ccc(NCc2cccnc2)cc1	-4	-1	nt	nt	10	nt	1	nt
COCC(=O)N[C@H]1CC[C@@H](CC(=O)NCc2ccc(Cl)cc2)O[C@H]1CO	1	nt	nt	3.8	27	2	4	-0.2
COc1ccc2c3n([n+]([O-])c2c1)CCN=C3c1ccc(C)cc1	-5	4	5	1.6	-3	-18	5	0.0

The list continues.
SMILES	RAD54 branch	ARNT TACC3 PPI	ERAP1 HTS inh	CFTR F508del cor	GSIS activator	RAD52 anneal inh	esBAF inh	XiGFP reactiv
CC(C)C#Cc1cnc2c(c1)C(=O)N([C@@H](C)CO)C[C@@H](C)[C@H](CN(C)C(=O)c1ccccc1F)O2	-27	4	1	-3.4	-7	3	3	-0.9
C[C@H]1CN([C@@H](C)CO)C(=O)c2cc(NS(=O)(=O)c3ccccc3)ccc2O[C@H]1CN(C)CC1CCCCC1	7	-8	-3	-2.3	3	11	5	0.2
Cc1ccc(S(=O)(=O)N2CCC(C(=O)O)CC2)cc1	nt	-4	1	-1.4	19	-4	nt	0.5
Cc1c(C(=O)OCC(=O)Nc2ccc3c(c2)OCO3)cccc1[N+](=O)[O-]	-11	0	nt	nt	8	nt	nt	0.0
COc1ccc(C2CC(c3cccs3)=NN2S(C)(=O)=O)cc1OC (stereo unspecified)	nt	28	4	nt	15	-8	nt	0.1
CCOc1c2c(nc3ccc(Cl)cc13)CCC2	-2	-1	nt	nt	21	nt	-4	nt
Cc1c(NC(=O)CSc2nnnn2-c2ccc(F)cc2)c(=O)n(-c2ccccc2)n1C	-3	7	0	-1.8	8	-11	4	-0.1
O=C(CN1CCOCC1)N1CC(=O)N2[C@H](C1)[C@H](c1ccc(-c3cccc(F)c3)cc1)[C@@H]2CO	nt	nt	0	1.2	4	3	nt	0.0
CCOc1ccc(CCNC(=O)COC(=O)/C=C/c2ccccc2OC)cc1OCC	nt	-18	-8	-1.1	47*	-2	nt	0.2
CCOC(=O)CNC(=O)c1c(C)nn(C)c1Cl	nt	-2	1	-2.0	-6	-16	nt	0.1
COc1ccc(NC(=O)Nc2cccc3c2O[C@H](CN(C)S(=O)(=O)c2ccc(Cl)cc2)[C@@H](C)CN([C@@H](C)CO)C3=O)cc1	14	-2	-1	0.1	19	-15	4	-0.1
O=C(Cc1ccncc1)NCC[C@@H]1CC[C@@H](NC(=O)Nc2ccc(Cl)cc2)[C@@H](CO)O1	0	3	2	-1.0	4	-52	-1	-0.1
Cc1csc2nc(O)c(C(=O)NC3CCCCC3)c(=O)n12	4	4	-2	-1.4	19	-2	10	9.6
C[C@H]1CN([C@@H](C)CO)C(=O)c2cccc(NC(=O)C3CCOCC3)c2O[C@@H]1CN(C)Cc1ccc(C(F)(F)F)cc1	4	-1	-2	5.7	-7	2	-4	0.0
CCN(CC)c1nc(N)c([N+](=O)[O-])c(NCCO)n1	nt	-12	5	nt	85*	-2	nt	0.0
C/C=C/c1ccc([C@@H]2[C@@H](CNC(C)=O)N(Cc3ccccn3)[C@H]2CO)cc1	-10	7	nt	-2.9	-2	nt	-7	0.0
COc1cnc(SCc2ccc(Cl)cc2Cl)nc1Cl	-2	-4	nt	nt	-12	nt	-2	nt
CN1C(=O)c2cc(NC(=O)Cc3cccs3)ccc2OC[C@@H]2O[C@@H](CC(=O)NCCCN3CCOCC3)CC[C@@H]21	0	2	2	0.7	7	-2	-1	0.1
O=C1c2ccccc2C(=O)N1N(c1ccccc1)c1ccccc1	nt	nt	0	3.6	-3	1	-3	0.0
C=CCNC(=O)c1ccc(-c2cccc([N+](=O)[O-])c2)o1	7	-20	1	-5.9	2	-12	46*	0.1
CCNC(=O)C[C@@H]1CC[C@@H]2[C@H](COc3ccc(NC(=O)c4ccc(F)cc4)cc3C(=O)N2C)O1	-6	-3	2	-3.6	nt	9	-6	0.3
COc1ccc(S(=O)(=O)Nc2ccc3c(c2)CC(=O)N([C@H](C)CO)C[C@@H](C)[C@@H](CN(C)CC2CCCCC2)O3)cc1	-7	4	1	-1.5	9	9	-5	0.0

Compound activity (PubChem BioAssay)
